High-throughput results as filed in PubChem.
WRN inhibitor: qHTS for Inhibitors of WRN Helicase; WRN helicase unwinding, fluorescent forked duplex, kinetic; Bifunctional 3'-5' exonuclease/ATP-dependent helicase WRN (Homo sapiens), Q14191; hit rate 0.46% among 360,000; Potency, µM (top dose mostly 114 µM), for inactives: top-dose activity change, negative = inhibition, usual class: inhibitors; also: potency is read from the fitted curve at half-maximal effect; % is scaled to controls: 0 for no effect and ±100 for the full control effect; nearly all actives have a fitted effect of over 55% in size
Target sequence (Q14191 whole entry, looked up): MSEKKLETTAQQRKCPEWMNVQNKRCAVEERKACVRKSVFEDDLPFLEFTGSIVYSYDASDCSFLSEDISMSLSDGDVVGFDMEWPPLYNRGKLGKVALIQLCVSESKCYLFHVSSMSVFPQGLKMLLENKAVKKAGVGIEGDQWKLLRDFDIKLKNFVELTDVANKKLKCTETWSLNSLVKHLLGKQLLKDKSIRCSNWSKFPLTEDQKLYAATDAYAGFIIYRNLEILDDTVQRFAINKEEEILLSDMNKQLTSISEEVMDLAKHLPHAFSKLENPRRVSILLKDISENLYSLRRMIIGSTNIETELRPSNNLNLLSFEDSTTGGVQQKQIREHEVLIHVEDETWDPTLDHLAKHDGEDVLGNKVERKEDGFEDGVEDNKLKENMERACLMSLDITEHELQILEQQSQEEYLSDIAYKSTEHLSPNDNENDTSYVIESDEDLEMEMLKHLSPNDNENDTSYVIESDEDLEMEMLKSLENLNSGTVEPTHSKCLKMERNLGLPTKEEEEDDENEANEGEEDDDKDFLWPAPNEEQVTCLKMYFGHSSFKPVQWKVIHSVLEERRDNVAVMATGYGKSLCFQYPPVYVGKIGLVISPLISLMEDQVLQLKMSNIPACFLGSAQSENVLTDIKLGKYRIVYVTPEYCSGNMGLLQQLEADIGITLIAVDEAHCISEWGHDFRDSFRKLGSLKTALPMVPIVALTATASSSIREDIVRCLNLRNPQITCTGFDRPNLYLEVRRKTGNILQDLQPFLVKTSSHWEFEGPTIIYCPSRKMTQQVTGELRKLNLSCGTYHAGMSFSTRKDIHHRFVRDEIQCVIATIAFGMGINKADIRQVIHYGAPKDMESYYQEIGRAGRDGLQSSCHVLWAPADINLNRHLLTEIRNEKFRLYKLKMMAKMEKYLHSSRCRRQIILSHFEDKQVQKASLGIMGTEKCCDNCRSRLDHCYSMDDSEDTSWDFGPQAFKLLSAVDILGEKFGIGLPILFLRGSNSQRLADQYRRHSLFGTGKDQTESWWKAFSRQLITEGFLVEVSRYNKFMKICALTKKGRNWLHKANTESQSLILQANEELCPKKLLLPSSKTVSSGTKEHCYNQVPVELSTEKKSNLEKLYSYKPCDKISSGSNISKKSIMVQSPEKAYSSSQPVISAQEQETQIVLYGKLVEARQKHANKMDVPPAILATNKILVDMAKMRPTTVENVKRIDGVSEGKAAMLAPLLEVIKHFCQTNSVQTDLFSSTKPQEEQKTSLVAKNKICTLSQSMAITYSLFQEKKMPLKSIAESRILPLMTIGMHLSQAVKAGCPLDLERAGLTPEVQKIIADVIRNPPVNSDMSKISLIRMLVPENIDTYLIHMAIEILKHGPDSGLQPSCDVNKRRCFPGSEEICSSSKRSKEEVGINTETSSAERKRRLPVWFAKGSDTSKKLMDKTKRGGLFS
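Screening of the MLSMR collection measured strand separation of a quenched forked DNA duplex (100 nM) by 20 nM WRN with 2 mM ATP, all final. Compounds were preincubated with enzyme 15 min at room temperature.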
CCT modulator: High-Throughput Screening for Modulators of Cytosolic Chaperonin Activity. purified chaperonin ATPase assay, HTRF ADP detection, 30 min. activity change, % (test concentration not listed), hits read low. AID 651819, 2012. hit rate 0.3% among 360,000; in the data active = activity change below about -30%; also: % is scaled to controls: 0 for no effect and ±100 for the full control effect
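TRiC at 40 or 20 nM final (batch-dependent) in 30 mM Tris pH 7.4, 100 mM KCl, 5 mM MgCl2, 1 mM DTT, with compound at single 76 uM and 10 uM ATP, 30 min at 37 deg C. ADP detected by HTRF Transcreener, 665/615 ratio.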
PLK1 PBD block: qHTS for Inhibitors of PLK1-PDB (polo-like kinase 1 - polo-box domain): Primary Screen | hit rate 2.8% among 360,000 | Serine/threonine-protein kinase PLK1 (Homo sapiens), P53350 | Plk1 PBD binding of FITC phosphopeptide, fluorescence polarization | Potency, µM, for the others: max response, negative = inhibition, hits mostly inhibitors; also: potency is read from the fitted curve at half-maximal effect; series mostly up to about 57 µM; % is scaled to controls: 0 for no effect and ±100 for the full control effect; nearly all actives have a fitted effect of over 65% in size
PI5P4Ka inh: qHTS for Inhibitors of phosphatidylinositol 5-phosphate 4-kinase (PI5P4K); hit rate 1.2% among 330,000; Phosphatidylinositol 5-phosphate 4-kinase type-2 alpha (Homo sapiens), P48426; PI5P4Kalpha enzyme, ADP-Glo luminescence, 60 min; stronger effect = lower value; max response, %; active = max response of -50% or lower; inconclusive = between -30% and -50%; inactive = -30% or higher; also: value at the top dose of about 77 µM; % is scaled to controls: 0 for no effect and ±100 for the full control effect
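Single end-point luminescence (ADP-Glo) quantified ADP from PI5P4Kalpha turnover; ATP 5 microM final, 1 h at RT, 0.1% CHAPS and 0.28 mM EGTA in HEPES pH 7.4.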
EPAC1 ag: qHTS for Agonist of cAMP-regulated guanine nucleotide exchange factor 3 (EPAC1): primary screen; Potency, µM (titrated, usually from 154 µM), inactives show at the top dose activation, hits mostly activators; hit rate 0.073% among 360,000; Rap guanine nucleotide exchange factor 3 (Homo sapiens), O95398; EPAC1 agonist qHTS, biochemical assay; response scale: 100% = response to 6.5 mM cAMP; also: potency is read from the fitted curve at half-maximal effect; nearly all actives have a fitted effect of over 60% in size
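EPAC1 100 nM, Rap1B–BODIPY-GDP 250 nM, unlabeled GDP 50 uM; compound titration; 5 min RT; kinetic read ex480/em540 at 5-min intervals ×30 min; data normalized to 6.5 mM cAMP agonist control.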
EPAC1 antagonist: qHTS for Antagonist of cAMP-regulated guanine nucleotide exchange factor 3 (EPAC1): primary screen; AID 720709, 2013; Rap guanine nucleotide exchange factor 3 (Homo sapiens), O95398; EPAC1 GEF assay, Rap1b-BODIPY-GDP exchange fluorescence; Potency, µM (titrated, usually from 115 µM), for the others: at the highest dose activity change, negative = inhibition, actives largely listed as inhibitors; hit rate 0.14% among 360,000;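 also: potency is read from the fitted curve at half-maximal effect; plate controls were vehicle for no effect and positive control for full effect; nearly all actives have a fitted effect of over 50% in size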
IL-2 act: qHTS of IL-2 Activators; IL-2 activation reporter assay, cell-based qHTS; stimulated with anti-CD3/CD4/CD28 beads; in transgenic mouse T cells; activation, % (series mostly up to about 46 µM); hit rate 0.065% among 360,000; AID 652025, 2013; in the data active = activation above about 50%; inconclusive = mostly about 30% to 49%; also: 0% is about no effect
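First, unstimulated transgenic mouse T cells were exposed to compound for 60 min. Next, anti-CD3/anti-CD4-coated beads with anti-CD28 were added. Finally, after 18 h at 37 degrees C, EGFP and DsRed were imaged.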
EPAC2 agonist: qHTS for Agonist of cAMP-regulated guanine nucleotide exchange factor 4 (EPAC2): primary screen. Rap guanine nucleotide exchange factor 4 (Homo sapiens), Q8WZA2. EPAC2 activation, biochemical qHTS; response scale: 100% = 6.5 mM cAMP response. Potency, µM (series often up to 154 µM), without a hit: top-dose activation, actives largely listed as activators. hit rate 0.079% among 360,000. AID 720711, 2013; also: potency is read from the fitted curve at half-maximal effect; nearly all actives have a fitted effect of over 50% in size
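In this primary screen, activation is scored as increased exchange of BODIPY-GDP from Rap1B by 100 nM EPAC2, with 50 uM GDP as competitor. Signal is normalized to the 6.5 mM cAMP agonist control.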
The depositor's hits bear a star; ? = inconclusive; nt = no result given; [ ] = another dose, or the depositor's remark. Unless noted, calls follow the shape of the dose curve; as a rule, active = well fitted curve in the direction sought with a large enough effect; inconclusive = small, poorly fitted or top-dose-only effect, or another doubt; inactive = no such curve, though single readings can be large; an effect the other way counts as inactive or inconclusive. A portion of the library; count on the stated rates, not on these rows.

Each structure is followed by: WRN inhibitor	EPAC1 ag	EPAC1 antagonist	PI5P4Ka inh	CCT modulator	IL-2 act	PLK1 PBD block	EPAC2 agonist
1	COc1ccccc1NC(=O)COC(=O)c1c[nH]c2ccccc12
  -2.8%	-13.9%	-4.6%	-27.0	2.0	3.1	2.1%	6.1%
2	O=C(O)c1ccc(CN2C(=O)c3ccc(C(=O)O)cc3C2=O)cc1
  -1.1%	-1.4%	2.9%	-58.0*	-2.7	2.0	7.1%	2.2%
3	Cn1c(N)c(C(=O)COC(=O)COc2ccc(C#N)cc2)c(=O)n(C)c1=O
  6.3%	-6.3%	-10.8%	4.1	-3.5	-4.2	-8.8%	19.7%
4	CC(NC(=O)OCc1ccccc1)C(=O)N1CC(O)CC1C(=O)O (configuration not stated)
  -16.2%	-5.8%	22.4%	-4.8	3.7	-6.4	-4.9%	2.1%
5	Cc1n[nH]c(=O)c2c(NC(=O)COC(=O)c3ncc(Cl)c(Cl)c3Cl)oc(C)c12
  -1.2%	-1.1%	-6.9%	4.7	0.9	-2.1	-13.4%	6.5%
6	COC(=O)c1ccc(NC(C)C(=O)OC)c([N+](=O)[O-])c1 (configuration not stated)
  15.8%	6.2%	5.7%	-2.2	-1.6	-0.1	0.2%	2.9%
7	Cc1ccc(N(C(=O)c2ccc(S(=O)(=O)N3CCCC3)cc2)C2C=CS(=O)(=O)C2)cc1 (configuration not stated)
  -27.5%	-3.3%	6.8%	5.4	-0.6	-3.2	-6.2%	-6.5%
8	O=[N+]([O-])c1cccc(C2=NCCC(c3ccccc3)O2)c1 (configuration not stated)
  9.3%	-12.0%	-4.5%	1.2	-2.0	0.0	-18.8%	8.5%
9	Cc1ccc(C)c(N2CCN(C(=O)CCS(=O)(=O)c3ccc4c(c3)oc(=O)n4C)CC2)c1
  -5.2%	-2.3%	-26.4%	-7.6	-0.6	-2.2	-15.9%	-4.4%
10	CCC1CCCCN1S(=O)(=O)c1ccc(C(=O)Nc2nnc(-c3cccs3)o2)cc1 (configuration not stated)
  -23.2%	12.3%	?	?	-0.5	0.5	?	2.3%
11	CC(C)Oc1ccccc1C1NC(=O)CCC1[N+](=O)[O-] (configuration not stated)
  3.2%	5.9%	-7.5%	-1.2	1.8	0.8	-0.4%	0.4%
12	Cc1ccc([C@H]2C[C@@H](O)[C@H](n3cc(COC(=O)c4ccccc4)nn3)CN2CC2CCCCC2)cc1
  -11.5%	1.7%	1.1%	0.4	-2.3	-3.6	-2.5%	-3.3%
13	CCN(CC)c1ccc(NC(=O)c2cc(Cl)ccc2OC)cc1
  -10.3%	11.2%	3.4%	10.9	-0.4	-3.5	-5.4%	12.6%
14	CCOc1nc2cnccc2n(CC(=O)Nc2cccc(C)c2C)c1=O
  5.5%	1.2%	-5.5%	-3.2	1.3	0.8	7.1%	-0.1%
15	C=CCOc1ccc(C(=O)Nc2ncn[nH]2)cc1
  1.8%	3.1%	-18.1%	-4.9	-0.6	1.9	-10.7%	-1.0%
16	C[C@H]1CN([C@@H](C)CO)C(=O)CCCn2cc(nn2)CO[C@@H]1CN(C)S(=O)(=O)c1ccc(Cl)cc1
  2.1%	-11.4%	9.7%	4.6	-2.8	-1.9	2.8%	-2.4%
17	O=c1c2c3c(sc2n2cnnc2n1Cc1ccccc1)CN(Cc1ccccc1)CC3
  15.9%	-6.2%	7.7%	-22.8	0.4	-0.3	?	-6.4%
18	Nc1cc(-c2ccccc2)nn1S(=O)(=O)c1ccc(Br)cc1
  -3.9%	9.6%	-1.4%	-3.5	-1.7	2.5	1.8%	4.9%
19	COc1ccc(Cc2n[nH]c(=S)n2-c2cc(C)ccc2C)cc1OC
  0.2%	6.1%	-7.3%	-3.0	1.8	-0.6	-7.1%	8.1%
20	Clc1ccc2c(N/N=C/c3cccnc3)ccnc2c1
  -14.1%	7.9%	-7.5%	-2.4	-0.3	-0.5	-10.7%	6.8%
21	O=C(CN1C(=O)NC2(CCCC2)C1=O)OCc1ccc(Cl)c(Cl)c1
  -3.7%	-4.3%	2.9%	8.3	2.0	-7.8	-8.2%	5.4%
22	COc1ccc([C@H]2CC(=O)C[C@@H](CCn3cc(-c4nccn4C)nn3)O2)cc1
  2.9%	2.2%	-21.1%	-1.0	-0.2	2.0	-9.0%	6.8%
23	O=C(Nc1cccc(OC(F)(F)F)c1)c1ccc(-c2cccnc2)c2ccoc12
  -3.7%	-17.5%	-24.4%	-0.1	-0.7	0.2	-9.3%	-13.6%
24	CC(=O)N1CCN(C(=O)CCc2cc(C(C)(C)C)c(O)c(C(C)(C)C)c2)CC1
  -25.8%	-3.8%	-17.6%	1.2	-0.5	-1.1	-12.3%	12.3%
25	CC1(C)C=C2C(=NN(c3ccccc3)C(N)=C2C#N)CO1
  3.0%[57.1 µM]	1.8%	-10.2%	6.1	-3.4	-1.9	?	16.7%
26	O=C(CN1CCN(C(=O)c2cccs2)CC1)NC1CCCCC1
  -12.5%	-1.7%	-2.3%	1.0	-1.1	0.6	-1.5%	7.1%
27	COc1ccc(-c2nn(-c3ccccc3)cc2CNC[C@H]2O[C@@H](n3cnc4c(N)ncnc43)[C@H](O)[C@@H]2O)cc1
  7.3%	-4.5%	?	13.3	-2.5	-0.4	-14.8%	7.6%
28	COCc1nnc(NC(=O)CCCCCN2C(=O)c3ccccc3C2=O)s1
  -7.3%	-6.8%	10.1%	nt	1.5	-0.2	-5.7%	-2.0%
29	O=C(CSc1nc2ccccc2n1CC(=O)N1CCOCC1)N1CCCC1
  7.3%	6.9%	-3.9%	4.7	-0.3	3.2	-5.6%	-14.2%
30	O=C(Nc1ccncc1)Nc1ccc(Cl)cc1Cl
  0.6%	-4.6%	-8.8%	0.3	1.4	-2.2	-7.8%	11.4%
31	Cc1cccc(Nc2nc(NCc3ccco3)nc(N3CCOCC3)n2)c1
  -15.9%	24.2%	-8.1%	0.8	-1.2	0.8	-1.8%	19.3%
32	CC(C)c1ccc(/C=N/NC(=O)c2nnn(-c3nonc3N)c2CN(C)C2CCCCC2)cc1
  11.2%	16.4%	-1.1%	2.3	-0.5	-2.8	?	-12.9%
33	Nc1cc(Cl)cc2c1-c1ccc(Cl)cc1C2O (configuration not stated)
  1.2%	-0.9%	-13.9%	6.8	-0.8	0.4	-4.0%	6.2%
34	CC(=O)c1ccc2c(c1)N(Cc1ccccc1Cl)C(=O)C(C)S2 (configuration not stated)
  -6.0%	-0.4%	-19.2%	-3.6	1.2	1.0	-4.8%	14.2%
35	CC(C)C(=O)NC(=S)N1CCc2ccccc21
  3.2%	17.8%	-9.4%	0.5	-3.6	0.4	-8.1%	2.4%
36	Nc1nc(Br)c2ccccc2c1-c1ccccc1
  -0.7%	8.6%	1.2%	-5.9	0.3	-0.2	-7.9%	26.2%
37	O=C(Cn1[nH]c(=O)c2ccccc2c1=O)OCC(=O)c1ccc(F)cc1
  -0.5%	3.8%	9.7%	4.3	2.8	0.1	6.7%	5.2%
38	Cc1ccc(S(=O)(=O)n2nc(C)cc2N)cc1
  -3.2%	-4.7%	1.4%	-1.0	0.7	1.2	-5.9%	-1.9%
39	CC(C(=O)O)N1C(=O)C2C3c4ccccc4C(c4ccccc43)[C@@H]2C1=O (some centres not stated)
  -1.4%	6.6%	3.0%	4.5	-0.6	-0.3	3.1%	7.5%
40	COc1ccc2[nH]c(=O)c(CN(C(=O)c3ccncc3)C(C)(C)C)cc2c1
  -8.4%	-6.9%	7.0%	4.4	3.2	0.5	-4.1%	7.1%
41	NS(=O)(=O)c1ccc(NC(=O)COC(=O)c2cnc(Cl)c(Cl)c2)cc1
  -9.9%	5.4%	-17.1%	-8.1	-0.9	0.9	-6.5%	5.8%

Of the compounds above, these contain a Cl atom:
Each structure is followed by: WRN inhibitor	EPAC1 ag	EPAC1 antagonist	PI5P4Ka inh	CCT modulator	IL-2 act	PLK1 PBD block	EPAC2 agonist
5	Cc1n[nH]c(=O)c2c(NC(=O)COC(=O)c3ncc(Cl)c(Cl)c3Cl)oc(C)c12
  -1.2%	-1.1%	-6.9%	4.7	0.9	-2.1	-13.4%	6.5%
13	CCN(CC)c1ccc(NC(=O)c2cc(Cl)ccc2OC)cc1
  -10.3%	11.2%	3.4%	10.9	-0.4	-3.5	-5.4%	12.6%
16	C[C@H]1CN([C@@H](C)CO)C(=O)CCCn2cc(nn2)CO[C@@H]1CN(C)S(=O)(=O)c1ccc(Cl)cc1
  2.1%	-11.4%	9.7%	4.6	-2.8	-1.9	2.8%	-2.4%
20	Clc1ccc2c(N/N=C/c3cccnc3)ccnc2c1
  -14.1%	7.9%	-7.5%	-2.4	-0.3	-0.5	-10.7%	6.8%
21	O=C(CN1C(=O)NC2(CCCC2)C1=O)OCc1ccc(Cl)c(Cl)c1
  -3.7%	-4.3%	2.9%	8.3	2.0	-7.8	-8.2%	5.4%
30	O=C(Nc1ccncc1)Nc1ccc(Cl)cc1Cl
  0.6%	-4.6%	-8.8%	0.3	1.4	-2.2	-7.8%	11.4%
33	Nc1cc(Cl)cc2c1-c1ccc(Cl)cc1C2O (configuration not stated)
  1.2%	-0.9%	-13.9%	6.8	-0.8	0.4	-4.0%	6.2%
34	CC(=O)c1ccc2c(c1)N(Cc1ccccc1Cl)C(=O)C(C)S2 (configuration not stated)
  -6.0%	-0.4%	-19.2%	-3.6	1.2	1.0	-4.8%	14.2%
41	NS(=O)(=O)c1ccc(NC(=O)COC(=O)c2cnc(Cl)c(Cl)c2)cc1
  -9.9%	5.4%	-17.1%	-8.1	-0.9	0.9	-6.5%	5.8%
